D1 antag – blocks dopamine activation of the human D1 receptor; P21728; HEK293 TREx D1 cells, calcium flux, dopamine EC80; stronger effect = lower value; activity change, negative = inhibition, % at 10 µM; hit rate 3.2% among 360,000; in the data active = activity change below about -30%; note: % is set by controls: 0 for no effect and ±100 for the full control effect
Target sequence (P21728 whole entry, looked up): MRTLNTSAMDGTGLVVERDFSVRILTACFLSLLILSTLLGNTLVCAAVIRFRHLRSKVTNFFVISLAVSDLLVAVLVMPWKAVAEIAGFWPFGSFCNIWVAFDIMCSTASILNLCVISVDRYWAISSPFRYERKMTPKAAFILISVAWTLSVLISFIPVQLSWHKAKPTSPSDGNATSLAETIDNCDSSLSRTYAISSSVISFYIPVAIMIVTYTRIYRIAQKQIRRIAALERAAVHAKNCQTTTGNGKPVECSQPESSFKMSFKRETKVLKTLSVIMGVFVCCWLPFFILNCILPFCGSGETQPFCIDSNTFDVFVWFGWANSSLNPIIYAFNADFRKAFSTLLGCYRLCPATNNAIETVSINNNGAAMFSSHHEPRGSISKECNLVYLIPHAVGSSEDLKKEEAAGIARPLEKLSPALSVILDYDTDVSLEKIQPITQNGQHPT
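After overnight tetracycline induction at 30 C, force-coupled D1 HEK293 cells took up a no-wash calcium dye at room temperature. Compounds were added and monitored 180 s, and the response to EC80 dopamine was then recorded.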
D1 potentiator – enhances dopamine response at the human D1 receptor. potentiation, % at 10 µM. HEK293 TREx D1 cells, calcium flux, dopamine EC20 potentiation. hit rate 0.036% among 360,000. P21728; in the data active = potentiation above about 30%; note: 0% is about no effect
TRHR enhancer – TRH receptor (human) allosteric enhancement. P34981. TRHR cells, fluo-8 calcium fluorescence, EC20 TRH enhancement. enhancement, % at 2 µM. hit rate 0.66% among 360,000; in the data active = enhancement above about 30%; note: 0% is about no effect
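Enhancer read-out: after compound pinning and an initial kinetic agonist-mode read, an EC20 of TRH (10 nM final) was injected and fluo-8 calcium signal (Ex 480/Em 530) followed at 1 s/cycle for 100 cycles in TRHR-expressing cells.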
D2 ag – agonists of human D2 dopamine receptor | P14416 | HEK293 T-REx D2 cells, calcium flux agonist mode | activation, % at 2 µM | hit rate 0.53% among 340,000;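 active = activation over 3 SD above normal in the single-dose calcium agonist read, cut at about 30% in these data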; note: 0% is about no effect
Target sequence (P14416 whole entry, looked up): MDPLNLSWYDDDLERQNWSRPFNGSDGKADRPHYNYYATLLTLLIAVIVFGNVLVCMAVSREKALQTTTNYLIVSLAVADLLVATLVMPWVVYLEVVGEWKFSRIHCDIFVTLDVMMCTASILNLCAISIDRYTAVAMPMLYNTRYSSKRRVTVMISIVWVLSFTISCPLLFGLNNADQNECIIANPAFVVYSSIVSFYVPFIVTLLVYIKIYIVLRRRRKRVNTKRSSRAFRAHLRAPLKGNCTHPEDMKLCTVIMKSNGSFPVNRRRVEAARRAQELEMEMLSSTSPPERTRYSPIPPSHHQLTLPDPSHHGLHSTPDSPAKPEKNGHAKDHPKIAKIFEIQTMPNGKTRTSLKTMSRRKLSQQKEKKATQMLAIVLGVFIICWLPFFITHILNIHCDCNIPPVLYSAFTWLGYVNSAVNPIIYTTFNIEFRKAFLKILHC
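Agonism is scored from calcium flux in a force-coupled, inducible HEK293 cell line expressing D2, read kinetically for 180 s after compound addition against dopamine controls.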
D2 antag – antagonists of human D2 dopamine receptor | HEK293 TREx D2 cells, calcium flux, dopamine EC80 | inhibition, % at 10 µM | hit rate 2% among 340,000; in the data active = inhibition above about 30%; note: 0% is about no effect
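Tetracycline-induced HEK293 T-REx cells expressing D2 force-coupled to calcium signalling were dye-loaded, exposed to compound for 180 s, then challenged with an EC80 of dopamine; calcium flux was followed kinetically for a further 180 s.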
D1 ag – agonists of human D1 dopamine receptor; P21728; HEK293 T-REx D1 cells, calcium flux, agonist mode; activation, % at 2 µM; hit rate 1% among 360,000; AID 504660; note: 0% is about no effect
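Agonism was scored from calcium flux recorded over 180 s (1 read/s) after pintool compound addition, following a 10-cycle baseline. Cells were inducible force-coupled HEK293 TREx D1, plated overnight at 30 C and loaded with no-wash calcium dye.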
TRHR agonist – TRH receptor (human) agonism. hit rate 0.18% among 360,000. activation, % at 2 µM. AID 493084. P34981. TRHR cells, calcium flux fluo-8, FDSS agonist mode; note: 0% is about no effect
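Steps: seed TRHR cells overnight; add fluo-8 no-wash Ca dye, RT 30 min–1.5 h; record 10 s baseline; pin-transfer compounds; monitor fluorescence 1 cycle/s for the agonist window. Calcium increases flag candidate agonists.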
D2 potentiator – D2 dopamine receptor (human) potentiation. HEK293 T-REx D2, calcium flux, EC20 dopamine potentiation. potentiation, % at 10 µM. hit rate 0.34% among 340,000;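 active = potentiation over 3 SD above the plate norm, cut at about 30% in these data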; note: 0% is about no effect
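Potentiation of an EC20 dopamine calcium response is measured in a force-coupled, tetracycline-inducible Hek293 Trex D2 line. Compound-only kinetic reads over 180 s flag agonists before dopamine addition.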
RXFP1 antagonist – antagonists of human relaxin receptor RXFP1; HEK293-RXFP1, relaxin-stimulated cAMP HTRF, 30 min; stronger effect = lower value; activity change, negative = inhibition, % at 57.5 µM; hit rate 0.59% among 350,000; AID 1259400;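 active = activity change of -60% or lower, but not beyond a set lower limit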; note: % is set by controls: 0 for no effect and ±100 for the full control effect
An asterisk follows results filed as active; nt = not tested or not shown. Cut-off read from the data, not from the text of the source, unless noted: active = activation above about 30%; inactive = the rest.

smiles,D1 antag,D1 potentiator,TRHR enhancer,D2 ag,D2 antag,D1 ag,TRHR agonist,D2 potentiator,RXFP1 antagonist
CCC(C)NC(=S)N(Cc1cc2cc(C)ccc2n2nnnc12)CC(C)(C)NC(C)C (stereo not drawn),-14,-4,5,0.5,0,2,0.1,15,2
CC(=O)N1CCN=C1SCc1ccc(C(F)(F)F)cc1,0,1,-3,-0.1,-12,2,-0.2,6,2
C=CCN(C(=O)Nc1ccc(OC)cc1)c1nnc(-c2ccncc2)s1,-12,-9,-1,0.5,-1,2,0.0,20,3
N=c1c2ccccc2nnn1-c1cccc(C(F)(F)F)c1,-9,-1,-2,-0.5,21,6,0.3,-10,-4
C=C(C)COc1ccc2c(C)c(CCC(=O)NC3CC3)c(=O)oc2c1,-12,-6,-6,0.1,5,10,-0.1,-8,-25
COC(=O)COc1ccc(-c2nccc(-c3ccccn3)n2)cc1,-8,-3,-3,0.0,5,1,0.2,5,0
c1ccc(CNc2c3ccccc3nc3ccccc23)cc1,-2,-11,3,0.5,-8,1,3.9,2,-10
Fc1cc(Br)ccc1COc1ccc(-c2nnco2)cc1,-18,-4,0,-2.4,-3,6,-0.8,-1,3
CCN(CC)CCn1c(=S)[nH]c2ccc(Cl)cc2c1=O,-20,-3,3,-0.5,-8,6,-1.0,4,-29
CN(C)C(=O)c1cc(C(=O)c2ccc(C(F)(F)F)cc2)c[nH]1,-13,0,-4,-0.5,1,4,-0.4,20,8

Complete entries, quoted from the list. Values in the order: D1 antag | D1 potentiator | TRHR enhancer | D2 ag | D2 antag | D1 ag | TRHR agonist | D2 potentiator | RXFP1 antagonist
`Fc1cc(Br)ccc1COc1ccc(-c2nnco2)cc1` is listed with -18 | -4 | 0 | -2.4 | -3 | 6 | -0.8 | -1 | 3
`COC(=O)COc1ccc(-c2nccc(-c3ccccn3)n2)cc1` is listed with -8 | -3 | -3 | 0.0 | 5 | 1 | 0.2 | 5 | 0

(further entries)
smiles,D1 antag,D1 potentiator,TRHR enhancer,D2 ag,D2 antag,D1 ag,TRHR agonist,D2 potentiator,RXFP1 antagonist
O=C(Oc1ccccc1N1C(=O)C2CCCCC2C1=O)c1ccccc1F (stereo not drawn),0,0,2,nt,nt,5,1.1,nt,-4
O=C(COC(=O)c1ccccc1Cc1ccccc1)Nc1ccc(SC(F)F)cc1,-2,-3,-3,1.3,-1,14,2.0,-13,nt
O=c1c(C(c2ccc(O)cc2)c2c(O)nc3n(c2=O)CCCS3)c(O)nc2n1CCCS2,-3,-8,-3,-1.4,4,4,-0.3,2,-19
O=C1CC(C(=O)N2CCN(c3ccccc3Cl)CC2)CN1Cc1ccccc1 (stereo not drawn),-1,1,-2,1.0,6,-1,-0.4,-15,5
c1n[nH]c(SCCCCSc2ncn[nH]2)n1,10,2,-1,nt,nt,0,-0.4,nt,9
Cc1ccc(N/N=C(\C#N)C(=N)N2CCCCC2)cc1,-8,-3,-1,-2.1,-8,10,-2.2,-15,-6
COc1ccc(N(Cc2cc(=O)[nH]c3ccccc23)C(=O)C(C)C)cc1,8,-1,-16,-1.0,-6,2,-1.4,-8,8
O=C(Nc1ccc(Br)cc1)c1cccc(-n2cnnn2)c1,-7,-4,3,0.0,-14,5,-0.9,13,-1
CC(C)(C)OC(=O)N1CCC(c2c(C(=O)N3CCN(c4ncccn4)CC3)cnn2-c2ccc(F)cc2)CC1,9,3,-15,nt,nt,1,0.2,nt,-7
CCOC(=O)c1cc2c(=O)n3ccccc3nc2n(C)c1=NC(=O)c1c(-c2c(F)cccc2Cl)noc1C,13,0,-1,0.7,nt,-3,-0.4,4,-6

(continued)
smiles,D1 antag,D1 potentiator,TRHR enhancer,D2 ag,D2 antag,D1 ag,TRHR agonist,D2 potentiator,RXFP1 antagonist
Fc1ccc(Nc2nc(NCc3ccco3)c3ccccc3n2)cc1,-46*,-19,-4,5.0,-2,23,1.8,-16,-33
CC(Oc1ccc(F)cc1F)C(=O)/C=C/N(C)C (stereo not drawn),3,2,20,-1.6,-28,4,-0.7,0,-4
CC1CN(C)C(C)CC1NCc1ccc2c(c1)OCO2 (stereo not drawn),8,-7,1,1.4,-5,2,1.5,-5,-6
CCn1c(CNc2cccc(C(F)(F)F)c2)n[nH]c1=S,10,-8,-3,-0.7,1,1,-1.2,-2,-110*
CCOc1ccc(C(C(=O)NCC2CCCO2)N(Cc2cccc(OC)c2)C(=O)c2snc(C(N)=O)c2N)cc1 (stereo not drawn),9,-2,-5,0.1,16,3,-0.4,5,-2
Cn1c(=O)c(Sc2ccccc2)c(O)c2ccccc21,9,0,6,-1.6,-7,0,-1.9,-2,10
Cc1ccc(-n2nnnc2CNC(=O)c2ccccc2S(C)(=O)=O)cc1C,0,0,-2,-0.1,nt,0,-0.4,16,-18
CCOc1ccc(NC(=O)CCNS(=O)(=O)c2ccc3c(c2)c(=O)n(C)c(=O)n3C)cc1,10,0,5,0.2,1,2,-0.9,-5,-4
CCOC(=O)c1cc(-c2ccccc2)sc1NC(=O)c1ccc(OC)cc1,-7,-2,-6,0.2,-4,5,1.4,5,2
COc1ccc(CC(=O)Nc2ccc(-c3noc(COc4ccccc4C)n3)cc2)cc1,29,4,1,1.3,1,14,2.0,10,-18

Continuation.
smiles,D1 antag,D1 potentiator,TRHR enhancer,D2 ag,D2 antag,D1 ag,TRHR agonist,D2 potentiator,RXFP1 antagonist
CCc1nnc(NC(=O)CSc2nnc(C3CCCCC3)n2-c2ccccc2)s1,-5,-2,3,-0.8,-2,3,-0.5,-8,0
COc1ccc(C(=O)C2CCCN(C(=O)/C=C/c3ccccn3)C2)c(C)c1 (stereo not drawn),-23,-1,4,-1.5,-7,1,-3.7,10,-7
C=C(C)CSc1nc2ccccc2[nH]1,-1,1,0,-6.6,-3,2,-0.2,15,2
COc1cc(C(=S)N2CCCCC2)ccc1OCC(=O)Nc1ccc(F)cc1,10,-5,9,0.5,-10,5,-0.3,-1,-10
Cc1ccccc1-c1n[nH]c(=S)n1/N=C/C=C/c1ccco1,3,-4,-4,-0.8,-7,0,-0.3,-9,-16
C#CCCCCCCC#CCN(C)C,-26,2,2,-0.6,14,3,0.5,-28,-4
COc1ccc(C(O)(C(C)C)C(CN2CCOCC2)c2ccccc2)cc1 (stereo not drawn),5,-2,-12,-0.6,-5,3,-0.2,2,-12
COc1ccc2[nH]c3ccc(OC)cc3c2c1,-22,2,3,0.1,1,0,0.0,2,4
COc1ccc(C2c3c(ccc4ccccc34)Oc3ncn4nc(-c5ccco5)nc4c32)cc1 (stereo not drawn),-13,0,0,0.7,4,1,1.0,2,nt
O=C(CSc1ccc2ccccc2n1)c1ccccc1,-10,1,-12,nt,nt,2,-0.4,nt,-17

Remaining list, next part.
smiles,D1 antag,D1 potentiator,TRHR enhancer,D2 ag,D2 antag,D1 ag,TRHR agonist,D2 potentiator,RXFP1 antagonist
Cc1cc(Cl)c(S(=O)(=O)NCc2cccnc2)cc1OCC(=O)NC1CCCCC1,-3,2,-7,nt,nt,0,0.0,nt,-2
COc1ccc(CNC(=O)C(=O)NCCC2CCCCN2S(=O)(=O)c2cccs2)cc1 (stereo not drawn),-23,-7,-7,0.6,4,1,-0.1,4,6
COC(=O)c1ccc([C@H]2Nc3ccc(S(=O)(=O)Nc4cccc(C)c4)cc3[C@H]3C=CC[C@H]32)cc1,-85*,2,-1,-0.1,nt,0,0.1,-2,-70*
CCCN1CCN(C(=O)c2cc(COc3ccc(F)cc3F)on2)CC1,-22,-3,6,-0.7,1,5,-1.3,-5,-7
O=C(CCn1cccc1)NCc1ccccc1,5,9,4,1.2,-16,3,-0.1,6,nt
Cc1ccc(F)c(Oc2cc(NN3CCCCC3)c([N+](=O)[O-])cc2[N+](=O)[O-])c1,7,0,-3,0.2,-5,0,-0.1,-1,nt
Cc1cccc(NC(=O)[C@H](Cc2ccccc2)NC(=O)OCc2ccccc2)c1,7,0,-5,0.7,-2,11,0.5,-3,1
CC(C)[C@H](NC(=O)N1CCn2c1nc1ccccc12)C(=O)N[C@H](Cc1ccccc1)C(=O)O,-3,-8,-1,-0.5,-5,1,0.1,22,nt
CC1(NC(=S)NCCO)CCS(=O)(=O)C1 (stereo not drawn),4,-2,2,-0.5,0,2,0.2,-5,0
CCCCCn1c(CNC(=O)c2ccccc2)nc2ccccc21,3,-1,-4,-2.0,nt,3,-0.5,-15,nt

Entries shown so far containing a thiophene ring, fused or not, in the order listed:
smiles,D1 antag,D1 potentiator,TRHR enhancer,D2 ag,D2 antag,D1 ag,TRHR agonist,D2 potentiator,RXFP1 antagonist
CCOC(=O)c1cc(-c2ccccc2)sc1NC(=O)c1ccc(OC)cc1,-7,-2,-6,0.2,-4,5,1.4,5,2
COc1ccc(CNC(=O)C(=O)NCCC2CCCCN2S(=O)(=O)c2cccs2)cc1 (stereo not drawn),-23,-7,-7,0.6,4,1,-0.1,4,6

(more compounds)
smiles,D1 antag,D1 potentiator,TRHR enhancer,D2 ag,D2 antag,D1 ag,TRHR agonist,D2 potentiator,RXFP1 antagonist
CCN(C(=O)CCS(=O)(=O)c1cccc2nonc12)c1ccc(C)c(C)c1,2,-6,1,-0.6,-19,1,-0.9,0,-2
COc1cc(/C=C2\C(=N)N3N=C(S(C)(=O)=O)SC3=NC2=O)ccc1OS(=O)(=O)c1ccccc1,-16,-4,6,1.1,-2,-1,-0.2,12,nt
c1ccc(-c2nnsc2-c2nc3ccccc3[nH]2)cc1,-11,4,18,4.2,9,3,2.8,-12,8
CCOc1ccc(C(=O)NC(=S)Nc2cccc(S(=O)(=O)NC3=NCCC3)c2)cc1,5,-2,-8,3.0,-6,4,-0.3,-5,2
CCC1=C(OC(=O)N(CC)CC)N2C(=O)OC(=NCCc3c[nH]c4ccccc34)[C@]2(Cc2ccccc2)[C@H]2C1=CC[C@H]1C(=O)NC(=O)[C@H]12,33,4,-3,0.0,-4,5,-0.2,-8,nt
CN(C)c1ccc(CNC(=O)c2cc3cc(S(=O)(=O)N4CCCCC4)ccc3n2C)cc1,-13,0,1,-0.3,nt,4,0.0,7,-21
COc1ccc(-c2cc(=O)c3cc(F)ccc3[nH]2)cc1,10,-4,9,-0.7,-17,-3,3.8,2,nt

Screening data deposited in PubChem BioAssay by National Center for Advancing Translational Sciences (NCATS).
